# FadD28 binding – inhibitors of Mycobacterium tuberculosis FadD28 bisubstrate binding; AID 588549; FadD28 bisubstrate probe binding, fluorescence polarization; inhibition, % at 12.5 µM; 0.22% of 360,000 active; in the data active = inhibition above about 8.5%, passing the limit was not always enough; inconclusive = no clear call, values can overlap the other calls
# BoNT-F LC inh – inhibitors of Botulinum neurotoxin F light chain protease; Multiplex microsphere protease cleavage assay, flow cytometry; 0.22% of 360,000 active; inhibition, % at 10 µM; in the data active = inhibition above about 35%, passing the limit was not always enough; inconclusive = no clear call, values can overlap the other calls; note: plate controls were buffer without enzyme for full effect and enzyme alone for no effect
# GDH-TPI inh – counter-screen for M. tuberculosis FBA inhibitors: GDH-TPI coupled enzymes; GDH-TPI coupled enzyme counterscreen, NADH absorbance; inhibition, % at 4.8 µM; 1.2% of 360,000 active; in the data active = inhibition above about 30%;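 note: 0% = DMSO wells and 100% = wells lacking the enzyme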
# Mtb UGM inh – inhibitors of M. tuberculosis UDP-galactopyranose mutase. purified UGM, fluorescence polarization probe displacement. inhibition, % at 10 µM. 0.06% of 320,000 active. AID 504406; in the data active = inhibition above about 10%, passing the limit was not always enough; inconclusive = no clear call, values can overlap the other calls
# Target sequence (P9WIQ1 whole entry, looked up): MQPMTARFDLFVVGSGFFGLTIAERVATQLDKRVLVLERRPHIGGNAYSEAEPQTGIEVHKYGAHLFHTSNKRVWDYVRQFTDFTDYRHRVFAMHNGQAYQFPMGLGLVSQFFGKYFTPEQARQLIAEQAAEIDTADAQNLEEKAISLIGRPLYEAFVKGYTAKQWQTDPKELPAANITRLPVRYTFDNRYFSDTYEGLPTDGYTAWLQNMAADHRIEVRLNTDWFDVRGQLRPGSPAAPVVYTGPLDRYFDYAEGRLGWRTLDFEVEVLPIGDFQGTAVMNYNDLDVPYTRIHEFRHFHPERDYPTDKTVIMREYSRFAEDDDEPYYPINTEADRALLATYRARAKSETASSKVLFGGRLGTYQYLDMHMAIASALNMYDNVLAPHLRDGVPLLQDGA
# Anthrax LF inh2 – blocks Bacillus anthracis lethal factor protease; 0.12% of 360,000 active; P15917; inhibition, % at 10 µM; multiplex microsphere protease cleavage assay, LF; note: plate controls were buffer without enzyme for full effect and enzyme alone for no effect
# BoNT-A LC inh2 – inhibitors of Botulinum neurotoxin A light chain protease | AID 588499 | 0.17% of 360,000 active | multiplex microsphere protease substrate cleavage, flow cytometry | inhibition, % at 10 µM; note: plate controls were buffer without enzyme for full effect and enzyme alone for no effect
# Mtb BioA inh – inhibitors of Mycobacterium tuberculosis BioA enzyme | AID 602481 | purified M. tuberculosis BioA enzyme, plate reader | 0.096% of 360,000 active | inhibition, % at 9.99 µM; in the data active = inhibition above about 40%; inconclusive = no clear call, values can overlap the other calls
# Mtb FBA inh – inhibits M. tuberculosis FBA enzyme | purified M. tuberculosis FBA, fluorescence read-out | inhibition, % at 1 µM | 2.3% of 360,000 active | AID 588726; in the data active = inhibition above about 27%;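 note: 0% = vehicle and 100% = reference inhibitor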
# Target sequence (P9WQA3 whole entry, looked up): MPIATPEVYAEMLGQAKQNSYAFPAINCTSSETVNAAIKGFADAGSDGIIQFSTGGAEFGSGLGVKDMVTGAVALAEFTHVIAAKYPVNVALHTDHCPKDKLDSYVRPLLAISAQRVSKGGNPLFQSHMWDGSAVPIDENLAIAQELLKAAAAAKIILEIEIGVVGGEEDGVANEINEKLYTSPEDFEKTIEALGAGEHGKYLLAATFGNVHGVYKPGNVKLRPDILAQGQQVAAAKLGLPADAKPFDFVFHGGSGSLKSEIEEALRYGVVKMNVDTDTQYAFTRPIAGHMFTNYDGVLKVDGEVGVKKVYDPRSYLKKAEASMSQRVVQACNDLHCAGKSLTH
# PfHsp40 rescue – compounds rescuing yeast from Plasmodium falciparum HSP40 toxicity | growth rescue, % at 12.5 µM | S. cerevisiae expressing PfHsp40, growth rescue, ATP luminescence | AID 504582 | 0.68% of 340,000 active; in the data active = growth rescue above about 28%, passing the limit was not always enough; inconclusive = no clear call, values can overlap the other calls;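 note: yeast W303a lacking pdr1 and pdr3 grown in galactose medium; growth measured after three days at 30 °C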
# * = called active by the depositor; ? = inconclusive; · = no result given; & = joins results of further samples. Cut-off read from the data, not from the text of the source, unless noted: active = inhibition above about 30%; inconclusive = no clear call, values can overlap the other calls; inactive = below that. This is a random part of the collection; overall some 4.7% were active at least once.
mol	FadD28 binding	BoNT-F LC inh	GDH-TPI inh	Mtb UGM inh	Anthrax LF inh2	BoNT-A LC inh2	Mtb BioA inh	Mtb FBA inh	PfHsp40 rescue
COc1ccc2nc(NC(=O)CCN3C(=S)NC(C)(C)CC3C)sc2c1 (configuration not stated)	-1.0	8	-2	-0.1	-6	-0.2	·	-1	-0.6
Cc1ccc(CNC(=O)C2(S(=O)(=O)c3ccccc3)CC=CC2)cc1	-0.5	5	14	1.8	-2	-0.8	-0.9	6	-0.6
Cc1nnc2ccc(N3CCN(c4ccccn4)CC3)nn12	-0.4	0	11	0.3	-6	-1.4	2.2	0	2.5
COCCn1c(SCC(=O)NCC2CCCO2)nc2c(c1=O)SCC2 (configuration not stated)	0.8	9	14	-0.2	2	2.6	-1.3	6	-0.2
CSCCC(NS(=O)(=O)c1ccc(F)cc1)C(=O)NCc1ccc(S(N)(=O)=O)cc1 (configuration not stated)	-0.9	1	0	2.7	-4	-0.3	0.2	1	-0.7
O=C(OCCN=C1NS(=O)(=O)c2ccccc21)C1CC(=O)N(c2ccc(Cl)cc2)C1 (configuration not stated)	-0.6	-3	6	1.9	6	-0.2	0.1	1	-1.6
Cc1ccc(-c2cnn(-c3cccc([N+](=O)[O-])c3)c2N)cc1	-0.4	0	3	0.0	-2	0.3	-0.6	0	-0.2
CCOc1cc(/C=N\NC(=O)Cn2nnc3ccccc32)ccc1O	-3.9	-2	10	1.2	-2	0.1	·	-2	-0.4
Cc1c(O)ccc2c(CN(C)Cc3ccccc3)cc(=O)oc12	-4.5	-6	16	2.0	2	-0.1	0.8	47*	-0.1
Cc1cccc(C)c1NC(=O)CSc1nnc(CCCCCNC(=O)OC(C)(C)C)o1	-0.7	-6	16	-0.1	-10	-2.0	0.7	-2	-0.2
Cc1cccc(N/C=C/C(=O)c2ccc(Cl)cc2)c1	2.0	-9	10	1.5	8	0.2	-2.7	0	-1.2
CCOc1ccc(NC(=O)CN(C)C(=O)CC2CCCC2)cc1OCC	-0.8	3	-4	-2.2	-1	0.1	4.6	5	-0.7
CCCNC(=O)N(C)C[C@@H]1Oc2ncc(Br)cc2C(=O)N([C@H](C)CO)C[C@@H]1C	0.1	3	2	·	-2	-0.2	0.2&-1.5&-1.9	5	·
CC(C)(C)C(=O)NC(=S)Nc1ccccc1F	-1.0	-2	8	-1.2	0	-0.3	1.1	3	1.4
Nc1nc(SCC(=O)Nc2ccc([N+](=O)[O-])cc2Br)n[nH]1	-1.8	0	4	-0.6	0	-0.2	-1.1	-5	-0.7
Nc1ccccc1C#Cc1cnccn1	1.3	-4	8	-2.1	1	-0.8	0.6	-1	-0.4
Cc1nc2scc(C)n2c(=O)c1S(=O)(=O)N1CCN(c2ccccn2)CC1	·	17	29	1.2	2	-0.3	1.8	-3	-2.1
Cc1ccc(/C=N/NS(=O)(=O)c2ccccc2)o1	-0.7	5	6	·	-2	0.5	-0.2	0	-0.2
Cc1cc(NCc2ccccn2)n2ncc(-c3ccc(Cl)cc3)c2n1	-3.5	-1	16	3.9	-11	-0.9	-1.4	15	0.2
O=C(NNC(=O)c1cccnc1Cl)c1ccc(F)cc1	-0.4	1	12	1.2	-1	0.7	-5.0	-1	0.5
c1cc(C(c2nnnn2C2CCCCC2)N2CCN3CCCC3C2)ccn1 (configuration not stated)	-1.2	7	-5	2.7	1	3.3	-1.8	1	-0.4
Cc1ccc(SCCNS(=O)(=O)c2ccc(F)cc2)cc1	-3.4	-8	-3	1.6	-6	-0.2	·	-1	-1.1
CCC(=O)Nc1sc(C(=O)Nc2ccccc2F)c(C)c1C(=O)OC	1.2	2	2	-1.5	0	-0.2	·	4	-0.3
COc1cccc(NC(=S)N(CCc2nc3cc(C)c(C)cc3[nH]2)Cc2cccnc2)c1	-0.8	-16	3	3.0	0	-0.1	-1.2	4	-0.7
COc1cccc(C(=O)NC2CCCC2)c1	-2.7	4	4	5.1	-2	-0.3	-2.2	4	-0.2
O=C(CSc1nnc(Cn2nnc(-c3ccccc3)n2)n1-c1ccccc1)Nc1ccccc1	-2.5	-10	-1	1.3	-10	-1.8	1.1	1	1.2
COc1cc(C(=O)OCCCN2CCOCC2)cc(OC)c1OC	-4.2	6	3	·	2	-0.6	-1.1	-3	·
CCCOc1ccc(C(=O)C(CN2CCOCC2)c2ccccc2)cc1 (configuration not stated)	-1.5	-6	14	-3.2	2	-0.4	1.0	3	5.1
COc1ccccc1N1C(=O)CC(=O)NC1=O	0.4	-5	7	-2.3	0	2.0	-0.7	-4	-0.4
CC1(C(=O)NS(=O)(=O)Cc2ccccc2C(F)(F)F)CCN1C(=O)Cc1ccccc1 (configuration not stated)	-0.6	-2	-1	·	-2	0.0	-0.5	0	·

# Three compounds already listed, arranged by SMILES length, high to low.
mol	FadD28 binding	BoNT-F LC inh	GDH-TPI inh	Mtb UGM inh	Anthrax LF inh2	BoNT-A LC inh2	Mtb BioA inh	Mtb FBA inh	PfHsp40 rescue
CC1(C(=O)NS(=O)(=O)Cc2ccccc2C(F)(F)F)CCN1C(=O)Cc1ccccc1 (configuration not stated)	-0.6	-2	-1	·	-2	0.0	-0.5	0	·
CCOc1cc(/C=N\NC(=O)Cn2nnc3ccccc32)ccc1O	-3.9	-2	10	1.2	-2	0.1	·	-2	-0.4
Cc1nnc2ccc(N3CCN(c4ccccn4)CC3)nn12	-0.4	0	11	0.3	-6	-1.4	2.2	0	2.5

# Further records:
mol	FadD28 binding	BoNT-F LC inh	GDH-TPI inh	Mtb UGM inh	Anthrax LF inh2	BoNT-A LC inh2	Mtb BioA inh	Mtb FBA inh	PfHsp40 rescue
COc1ccccc1-c1sc2ccccc2c1C#Cc1ccc(N(C)C)cc1	0.1	-18	28	-0.8	-3	6.8	-1.0	26	0.2
O=C(Nc1ccc(NC(=O)c2cccs2)cc1)c1ccc2c(c1)OCCO2	-1.7	4	15	0.9	-3	1.8	·	-1	-0.1
COc1ccc(C(=S)N(C)C)cc1OC	1.4	-3	4	0.6	0	-0.6	6.6	2	-0.7
O=C(CSc1ccc(Cl)cc1)NNC(=O)c1cccnc1	-0.5	-7	-2	-1.4	-4	-0.5	·	3	-0.1
CCCOc1ccc(-c2csc3ncn(Cc4ccc(C(=O)O)cc4)c(=O)c23)cc1	-6.1	-2	-7	-1.6	-8	-0.3	·	3	1.8
COc1ccccc1CNC(=O)C1CCN(S(=O)(=O)c2ccc3c(c2)C(C)(C)C(=O)N3C)CC1	0.7	-6	-1	-0.7	0	-0.2	-0.2	1	-0.2
COc1ccc(N(C(=O)CNS(=O)(=O)c2ccccc2)C(C(=O)NCc2ccco2)C(C)C)cc1 (configuration not stated)	0.3	-4	-2	·	5	-1.1	·	0	0.4
O=C(NCCC1=CCCCC1)c1ccc(-n2cncn2)cc1	-0.8	3	9	-0.9	4	0.0	-1.0	4	0.6
COc1ccccc1OCCNC(=O)CN1C(=O)NC2(CCCC2)C1=O	-2.0	·	4	·	·	·	-0.4	-1	-0.1
Cc1ccc2oc(=O)n(CCOc3ccccc3)c2c1	0.7	0	-4	3.0	-8	0.1	·	-1	0.0
CCOC(=O)CSc1nnc(-c2cccnc2)n1Cc1ccccc1	-3.5	-2	-1	2.9	1	0.1	0.3	0	-0.7
Cc1ccc(N2CC(C(=O)N3CCC(C(=O)Nc4ccc(Br)cc4)CC3)CC2=O)cc1 (configuration not stated)	-0.8	-3	-2	2.3	1	-0.9	2.7	0	0.9
CCC1=C2CC[C@H]3C(=O)N(CC)C(=O)[C@H]3[C@H]2[C@@]2(Cc3ccccc3)C(=NCCOC)OC(=O)N2C1=O	-0.6	-3	8	3.2	2	-0.2	-1.3	-1	-0.8
c1ccc(-c2nn3c(Cn4nnc5ccccc54)nnc3s2)nc1	0.0	-5	10	-1.7	-6	0.1	0.1	-1	-0.1
Cc1ccc(NC(=O)CCc2c(C)nn(-c3ccc(N4CCOCC4)nn3)c2C)cc1F	-4.1	4	-5	-0.6	0	0.3	5.5	0	0.6
COCCNc1nc2ccccc2n1CC(=O)c1ccc(OC)c(OC)c1	-3.3	11	8	0.7	-5	-3.2	-2.7	2	13
O=C(c1ccccc1NS(=O)(=O)c1ccc(F)cc1F)N1CCCCC1	-4.4	6	-3	2.9	-1	0.1	-1.7	-5	0.4
CCOc1ccc(S(=O)(=O)N2CCOCC2)cc1NC(=O)CN1C(=O)NC(C)(C2CC2)C1=O (configuration not stated)	-2.0	2	7	·	4	0.0	1.4	-2	·
Cc1ccccc1OCC(=O)NCC(=O)OCC(=O)c1ccc([N+](=O)[O-])cc1	-0.4	2	-6	1.7	-10	0.8	-0.9	1	0.7
CC(C)(C)c1ccc(NC(=O)NC2CCCc3ccccc32)cc1 (configuration not stated)	-3.7	?	-14	-1.1	24	1.7	-0.4	1	3.4
COCCNC(=O)C(c1ccccc1)N(CCOC)C(=O)Cn1nnc2ccccc21 (configuration not stated)	-0.7	-1	-1	·	2	0.4	-0.6	2	0.0
O=C(Nc1ccccn1)NC(C(F)(F)F)C(F)(F)F	-1.7	23	1	-1.8	5	1.3	2.8	1	-1.2
C[C@H](CO)N1C[C@H](C)[C@@H](CN(C)C(=O)CN2CCOCC2)Oc2ncc(-c3cncnc3)cc2C1=O	0.0	-4	1	·	-6	0.1	0.6&-1.1&-3.4	1	·
CCCCOc1ccc(Cn2c(=O)oc3ccccc32)cc1	-1.9	14	-10	-1.7	2	0.9	-0.5	-1	·
CCOc1ccc(C2(C)NC(=O)N(CCN(C)C)C2=O)cc1 (configuration not stated)	-1.1	?	2	1.5	0	-2.7	1.2	1	-2.8
CSc1ccc(/C=C/C(=O)c2ccc(NC(=O)Cc3ccccc3)cc2)cc1	0.3	4	8	-2.0	-2	2.1	-0.7	0	1.4
Cc1cc(C)c(NC(=O)Cn2cc3c(n2)CCCC3)c(C)c1	-1.9	-2	-2	-2.5	-1	-0.2	-2.0	1	0.2
CC1CCN(CCCNS(=O)(=O)c2cc(Br)cc3c2N(C(=O)C2CC2)CC3)CC1	1.3	13	0	-0.1	0	-3.4	0.3	-2	-0.4
Cc1cc(C(F)F)n2ncc(C(=O)NCc3ccc(F)cc3)c2n1	-1.7	0	-1	1.4	6	0.7	·	5	1.6
CCOc1ccc(C(=O)NCC(=O)OCC(=O)Nc2cccc(S(=O)(=O)N3CCCC3)c2)cc1	-3.1	0	9	-1.7	-5	-0.8	2.3	1	0.1
COc1ccc(NS(=O)(=O)c2cccc(-c3n[nH]c(=S)n3Cc3ccccc3)c2)cc1	-3.7	-2	3	-0.3	1	0.0	·	0	5.9
CC(=O)C1=C(C)NC(SCC(=O)Nc2nc3ccccc3s2)=C(C#N)C1c1ccc(Cl)cc1 (configuration not stated)	3.1	1	10	1.9	1	0.9	·	0	-0.6
CCOCC(=O)Nc1cc(Cl)ccc1C	-2.3	4	4	2.2	4	-0.7	·	0	-2.0
CC1=C(C(=O)N2CCCC(C(=O)c3cccc4ccccc34)C2)OCCO1 (configuration not stated)	-3.1	-4	6	2.9	-4	0.1	·	-4	1.3
Cc1c(N(C)S(=O)(=O)c2ccc(Cl)c(C(=O)N3CCC(C(N)=O)CC3)c2)c(=O)n(-c2ccccc2)n1C	-1.3	-10	7	-0.3	-1	-6.4	0.0	3	-0.9
CS(=O)(=O)N(CC(=O)Nc1ccccc1-c1ccccc1)c1ccc(F)cc1	-4.1	1	-3	-1.5	-9	0.6	·	0	-1.1
Cc1ccccc1C(=O)NC(CC(C)C)C(=O)NN1C(=O)c2ccccc2C1=O (configuration not stated)	-1.2	1	0	0.9	0	-0.3	·	4	0.1
O=C(O)/C(=C\c1ccc(Cl)cc1)c1ccc(S(=O)(=O)N2CCCC2)s1	-1.9	5	8	5.6	-4	2.8	1.9	2	-0.6
CC(C)(C)c1ccc(C(=O)NNC(=O)CNC(=O)c2cccs2)cc1	0.6	0	13	1.5	-1	-0.5	-6.5	3	0.1
CNC(=O)/C(C#N)=C/c1ccc(-c2ccc(OC)cc2[N+](=O)[O-])o1	-1.6	-17	19	0.7	-2	0.1	-0.7	-4	-0.5
O=c1cc(-c2ccccc2)[nH]c2nc3ccccc3n12	-1.7	-1	16	-0.2	1	-0.4	2.6	51*	-0.9
